TR SRC2 fluor cs: Texas Red fluorescence interference in TRb-SRC2 counter-screen. TRb/SRC2 Texas Red total fluorescence interference. Potency, µM (top dose mostly 106 µM), inactives show at the highest dose fluorescence change, negative = quenching. hit rate 0.29% among 280,000. AID 1479; active = well fitted curve in either direction with a large enough effect; inconclusive = small, poorly fitted or top-dose-only effect
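Human TRβ ligand-binding domain (0.6 uM) and Texas Red SRC2 peptide (20 nM) in Tris buffer with 1 uM T3 and 5% DMSO were incubated with pinned compound for 5 hr at ambient temperature. Total fluorescence was computed as S + 2P (555/632 nm).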
ALDH1A1 block: inhibitors of human aldehyde dehydrogenase 1A1; P00352; Purified ALDH1A1, NADH fluorescence, propionaldehyde substrate; Potency, µM (titrated, usually from 75.3 µM), for the others: at the highest dose activity, negative = inhibition, most hits filed as inhibitors; hit rate 7.3% among 220,000; AID 1030; active = well fitted inhibition curve with a large enough effect, not every such curve was filed as active; inconclusive = small, poorly fitted or top-dose-only effect, or another doubt; inactive = no such curve, though single readings can be large or run the other way;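 note: plate controls were no enzyme wells and a reference inhibitor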
L3MBTL1 block: inhibitors of human L3MBTL1. Q9Y468. AlphaScreen L3MBTL1–H3K9me1 peptide binding. Potency, µM (highest dose often 57.1 µM), inactives show at the top dose activity, negative = inhibition, actives largely listed as inhibitors. hit rate 0.66% among 230,000; note: nearly all actives have a fitted effect of over 60% in size
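L3MBTL1 (50 nM) pre-complexed 30 min with biotinylated H3(1-15)K9me1 peptide (75 nM), then compounds added for 30 min at room temperature; AlphaScreen streptavidin donor/nickel chelate acceptor beads (10 ug/mL final) read after 30 min dark incubation.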
Tau fibril FP: blocks human tau fibril formation measured by polarization; P10636; K18 P301L tau heparin fibrillization, Alexa594 FP, 6 h; Potency, µM (doses to about 57.7 µM), inactives show at the top dose activity, negative = inhibition, usual class: inhibitors; hit rate 0.39% among 280,000; AID 1468; note: nearly all actives have a fitted effect of over 55% in size
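K18 P301L tau (15 uM unlabeled/0.24 uM Alexa 594-labeled, final) + compound + heparin 20 uM final; 100 mM NaOAc pH 7; 6 hr 37 C; ThT 30 uM final added, 1 hr RT; FP ex 555/em 632 nm.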
GLA spleen mod: alpha-galactosidase A (human) modulation | P06280 | human spleen homogenate, 4MU-alpha-Gal fluorescence, 40 min | Potency, µM (doses to about 80 µM), for the others: at the top dose activity change, negative = inhibition, most hits filed as inhibitors | hit rate 0.008% among 240,000;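 note: 0% = enzyme with vehicle and -100% = no enzyme basal signal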
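Spleen homogenate 1 ug + cpd (titration) + 4-MU-alpha-D-galactopyranoside 1 mM; 37C 40 min; 50 mM citrate/phosphate pH 5.0, 0.01% Tween-20; stop pH 10; fluorescence 365/440; AC50 via Hill.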
Tau fibril ThT: tau fibrillization inhibition (ThT binding). P10636. recombinant tau K18 P301L, heparin-induced fibrillization, ThT fluorescence. Potency, µM (highest dose often 57.4 µM), for inactives: at the highest dose activity, negative = inhibition, usual class: inhibitors. hit rate 2.1% among 270,000. AID 1460; note: nearly all actives have a fitted effect of over 55% in size
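Fibril formation assay: tau K18 P301L at 15 uM with trace Alexa 594 label, heparin inducer 20 uM, pH 7 sodium acetate buffer, 37 C for 6 hr; endpoint ThT signal.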
Tau fluor cs: counter-screen for tau fibril formation inhibitors; tau K18 P301L (four-repeat tau fragment) Alexa594 fluorescence, heparin fibrillization; Potency, µM (top dose mostly 57.7 µM), for inactives: at the highest dose activity change, negative = decrease; hit rate 0.93% among 280,000; note: nearly all actives have a fitted effect of over 55% in size
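Human K18 P301L tau (15 uM unlabeled plus 0.24 uM Alexa 594-labeled, final) in 100 mM sodium acetate pH 7 was mixed with compound and 20 uM heparin and incubated 6 hr at 37 C.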
TRb SRC2 PPI: inhibitors of human thyroid hormone receptor beta-SRC2 interaction. P10828. TRbeta-SRC2 peptide binding, fluorescence polarization; receptor liganded with 1 µM T3. Potency, µM (top dose mostly 106 µM), for inactives: top-dose activity change, negative = inhibition, most hits filed as inhibitors. hit rate 0.065% among 280,000;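 note: plate controls were bound peptide for no effect and peptide without receptor for full effect; nearly all actives have a fitted effect of over 50% in size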
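Read-out is fluorescence polarization (555 nm excitation, 632 nm emission) of a Texas Red SRC2 coactivator peptide; loss of signal reflects blocked binding to human TRb ligand-binding domain in the presence of 1 uM T3.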
* hit, by the source's call; u = inconclusive; x = no result given; [ ] = remark or other dose. Unless noted, calls come from the whole dose curve; as a rule, active = well fitted curve in the direction sought with a large enough effect; inconclusive = small, poorly fitted or top-dose-only effect, or another doubt; inactive = no such curve, though single readings can be large; an effect the other way counts as inactive or inconclusive. Unless noted, % is set by controls: 0 for no effect and ±100 for the full control effect; potency is the fitted concentration of half-maximal effect.

structure	TR SRC2 fluor cs	ALDH1A1 block	L3MBTL1 block	Tau fibril FP	GLA spleen mod	Tau fibril ThT	Tau fluor cs	TRb SRC2 PPI
NC(=O)c1cn(-c2ccccc2)nc1-c1cc2ccccc2oc1=O	-4%	u	x	2%	2%	-14%	-9%	-3%
Cc1cc(=O)n(Cc2cccc(F)c2)c2c1c(C)nn2-c1cccc(F)c1	u	x	x	u	x	-13%	-24%	-5%
CCN(Cc1ccccc1)C(=O)COC(=O)c1cc(S(=O)(=O)Nc2c(C)n(C)n(-c3ccccc3)c2=O)ccc1C	0%	6%	-1%	-4%	-6%	u	-9%	-4%
CCN(CC)S(=O)(=O)c1cccc(NC(=O)C2SC(=Nc3ccc(C)cc3C)C(C(=O)NCC3CCCO3)=C2N)c1 (centres undefined)	-1%	-6%	x	u	2%	-14%	13µM*[quencher]	-1%
Cc1c(CN2CCCC(CO)(Cc3cccc(Cl)c3)C2)cnn1C (centres undefined)	-1%	11%	54%[activator]	4%	-18%	3%	-4%	-6%
CCOC(=O)C1(Cc2cccc(F)c2)CCN(C(=O)C2CCCO2)CC1 (centres undefined)	-2%	-8%	44%[activator]	8%	-8%	-4%	-3%	-5%
O=C(Nc1cccc(F)c1)c1cccc(S(=O)(=O)N2CCOCC2)c1	-1%	-3%	-8%	6%	2%	1%	-8%	-4%
O=C(CSc1nc2ccccc2n1CC(=O)NCc1ccccc1)NCc1ccco1	-2%	8%	-2%	-5%	1%	0%	1%	-8%
CCCn1c(-c2ccc(F)cc2)nc2c(N3CCCN(Cc4ccccc4)CC3)nc(C)nc21	0%	u	x	-5%	2%	u	-21%	5%
O=C(Cn1c(=O)c2cccn2c2ccccc21)NCCc1ccccc1	-2%	x	x	14µM*	x	18%	u	3%
CCC1CCCCN1CC(=O)c1c(C)[nH]c2ccc(OC)cc12 (centres undefined)	2%	0%	2%	-9%	3%	-16%	-12%	-2%
c1ccc2c(c1)ncn2Cc1nnc2sc(-c3ccc4c(c3)OCO4)nn12	3%	u	-8%	3%	-3%	-3%	-2%	-4%
CCOC(=O)C1CCN(C(=O)C2CCN(S(=O)(=O)N3CCCC3)CC2)CC1	-5%	u	4%	5%	-10%	-6%	-4%	3%
CCc1ccc2oc(-c3cccc(NC(=O)COc4ccccc4Cl)c3)nc2c1	u	x	x	-9%	x	-8%	-15%	4%
Cc1ccc(Nc2cc(C)nc3nncn23)c(C)c1	0%	x	x	-6%	x	-5%	-6%	-10%
O=C(c1ccc(-c2ccc(Cl)cc2Cl)o1)N1CCOCC1	-2%	4%	-9%	-6%	-10%	-7%	-6%	-1%
COc1ccc(C2C=C(C34CC5CC(CC(C5)C3)C4)NC(=S)N2)cc1OC (centres undefined)	3%	7.9µM*	-6%	-10%	-1%	u	-17%	3%
Cc1ccc(/C=N/n2c(C)nnc2C)s1	2%	8%	9%	4%	0%	-8%	-6%	2%
CCOc1ccc(-c2cn3c(n2)sc2cc(C(=O)NCCCc4ccccc4)ccc23)cc1	-1%	x	x	0%	x	2%	7%	0%
COc1cc(NC(=O)c2c(Cl)cnn2C)c(OC)cc1Cl	-2%	u	7%	-13%	-1%	-10%	-11%	-1%
CSc1ccc(C2c3[nH]c4ccccc4c3CCN2C(=O)c2ccnn2C)cc1 (centres undefined)	-1%[53 µM]	u	-22%	5%	-3%	-7%	-14%	-4%[53 µM]
O=C(CSc1nc2ccccc2[nH]1)Nc1c(F)cccc1F	-2%	-7%	4%	-5%	0%	0%	-4%	-1%
Cc1cc(C(F)(F)F)n2nc(-c3cnn(C)c3C(F)(F)F)c(Cl)c2n1	-3%	-5%	-6%	-7%	-9%	-16%	-13%	-7%
CC(=O)Cc1nsc(NC(=O)c2oc(-c3ccccc3Cl)cc2C)n1	-5%	u	5%	1%	-3%	u	u	3%
CC(C)(C)C(=O)OCOC(=O)[C@@H]1N2C(=O)[C@@H](N=CN3CCCCCC3)[C@H]2SC1(C)C	-1%[53 µM]	6%[20.9 µM]	5%	x	-1%[29.1 µM]	x	x	2%[53 µM]
COCCSc1ccccc1C(=O)NCCc1ccccc1	-3%	u	5%	-6%	3%	-3%	-2%	3%
Cc1noc(C)c1COC(=O)c1cc(F)c(F)cc1Cl	-5%	3%	8%	-9%	5%	-8%	-9%	-4%
CCOC(=O)C=C1CCN(c2ncc(C(F)(F)F)cc2Cl)CC1	-2%	-8%	6%	-2%	-4%	-15%	-8%	1%
O=C1CCc2cc(S(=O)(=O)N3CCC(C(=O)NC4CCCCCCC4)CC3)ccc2N1	1%	u	x	4%	0%	-8%	-10%	0%
O=C(O)c1cccc2cccnc12	-1%	-6%	x	-6%	6%	-1%	-5%	-12%
CCCOc1ccccc1Cn1c(=O)oc2ccc(C)cc21	-2%	u	x	-1%	7%	-24%	-19%	-1%
CCN(CC)c1ccc(C(=O)N/N=C(\C)c2ccc(O)cc2)cc1	-3%	25µM*	0%	1%	-13%	u	-15%	0%
O=Cc1ccc(OC(=O)C2CC(=O)N(c3ccc(F)cc3)C2)cc1 (centres undefined)	-3%	u	x	14%	9%	-24%	-7%	-10%
COc1ccc(CCNc2ncnc3onc(-c4ccc(Cl)cc4)c23)c(OC)c1	2%	x	x	-1%	x	0%	-17%	-6%
Cc1sc(-c2ccncc2)nc1OC(=O)c1ccc(Cl)cc1	3%	2%	8%	-4%	1%	u	-19%	2%
CCN(CC)CCCOc1ccc(C)cc1Br	-1%	u	x	1%	3%	-7%	-4%	7%

Remaining list, next part.
| SMILES | TR SRC2 fluor cs | ALDH1A1 block | L3MBTL1 block | Tau fibril FP | GLA spleen mod | Tau fibril ThT | Tau fluor cs | TRb SRC2 PPI |
| --- | --- | --- | --- | --- | --- | --- | --- | --- |
| CC(C)(C)C1CCc2c(sc3ncn(N)c(=N)c23)C1 (centres undefined) | 0% | x | -14% | -2% | -3% | 5% | 5% | 14% |
| O=C(NC(=S)Nc1nc2c(s1)CSc1ccccc1-2)c1ccccc1 | 1% | u | x | -4% | -17% | u | -25% | 14% |
| Cc1ccc(CN2CCN(/N=C/c3ccc(C)s3)CC2)c(C)c1 | -1% | -5% | -20% | 12% | -9% | -19% | -22% | -2% |
| CCc1ccccc1NC(=O)CCCn1c(=O)c2cccn2c2ccccc21 | 6% | x | x | -2% | x | u | -19% | 11% |
| COc1ccc(/C=N/NC(=O)CN(C2=NS(=O)(=O)c3ccccc32)c2ccccc2)cc1 | -3% | -10% | u | -2% | 7% | 12% | -5% | 3% |
| CC(=O)N(CCCCN1C(=O)c2ccccc2C1=O)c1ccc(C)cc1 | 0% | 0% | x | -1% | 8% | 3% | -3% | -4% |
| COCCOc1nc2c(c(=O)n(C)c(=O)n2C)n1CCc1ccccc1 | -3% | u | -6% | -3% | -11% | 5% | -2% | 7% |
| CCOc1cccc2sc(N(CCCN(C)C)C(=O)Cc3ccccc3)nc12 | 0% | u | -7% | -5% | -27% | -5% | -10% | -3% |
| O=C1C=C(NCc2ccccc2)c2ccccc2C1=O | 0%[53 µM] | u | 22µM* | u | 10% | 14µM* | -25% | u |
| O=C(O)CC(SCC(=O)Nc1ccc(Cl)c(S(=O)(=O)N2CCOCC2)c1)C(=O)O (centres undefined) | 1% | x | 7% | -11% | 8% | -14% | -15% | -2% |
| COc1ccc(OC)c(NC(=S)NN2CCOCC2)c1 | -2% | 10% | 0% | -3% | 6% | -5% | 1% | 0% |
| CC(=O)NS(=O)(=O)c1ccc(N=c2ssc3c2-c2ccc(C)cc2NC3(C)C)cc1 | -4% | 4% | -4% | 2% | 5% | u | -25% | 2% |
| COc1cc(CN(C(=O)c2ccc(C)cc2)c2ccccn2)cc(OC)c1OC | 0% | x | x | -3% | x | -2% | -4% | -4% |
| Cn1c(=O)n(C)c2cc(NS(=O)(=O)c3ccccc3)c(NCc3ccccc3)cc21 | -2% | x | x | -9% | x | u | -28% | 7% |
| CCOc1cc(/C=C2\CCC/C(=C\c3cc(Cl)c(O)c(OCC)c3)C2=O)cc(Cl)c1O | -2% | 2.5µM* | -9% | u | -1% | 8.9µM* | u | -8% |
| Cc1cc(C)c2nc(SCC(=O)N3CCCCC3)c(C#N)cc2c1 | 1% | 12% | 4% | 4% | -5% | -4% | 4% | -9% |
| CC(=O)NS(=O)(=O)c1cccnc1Nc1ccc(Cl)cc1 | 2% | 11% | x | 3% | -2% | -10% | -3% | 1% |

Nothing new here: entries from further up.
| SMILES | TR SRC2 fluor cs | ALDH1A1 block | L3MBTL1 block | Tau fibril FP | GLA spleen mod | Tau fibril ThT | Tau fluor cs | TRb SRC2 PPI |
| --- | --- | --- | --- | --- | --- | --- | --- | --- |
| CC(C)(C)C1CCc2c(sc3ncn(N)c(=N)c23)C1 (centres undefined) | 0% | x | -14% | -2% | -3% | 5% | 5% | 14% |
| O=C(NC(=S)Nc1nc2c(s1)CSc1ccccc1-2)c1ccccc1 | 1% | u | x | -4% | -17% | u | -25% | 14% |
| Cc1ccc(CN2CCN(/N=C/c3ccc(C)s3)CC2)c(C)c1 | -1% | -5% | -20% | 12% | -9% | -19% | -22% | -2% |
| CCc1ccccc1NC(=O)CCCn1c(=O)c2cccn2c2ccccc21 | 6% | x | x | -2% | x | u | -19% | 11% |
| COc1ccc(/C=N/NC(=O)CN(C2=NS(=O)(=O)c3ccccc32)c2ccccc2)cc1 | -3% | -10% | u | -2% | 7% | 12% | -5% | 3% |
| CC(=O)N(CCCCN1C(=O)c2ccccc2C1=O)c1ccc(C)cc1 | 0% | 0% | x | -1% | 8% | 3% | -3% | -4% |

Screens (PubChem)

Rows were taken by chance. About 8.5% of those tested had a hit in this group.
